# Bioassay records from PubChem.
# Mot1-301 SUMO: SUMOylation pathway inhibition by Mot1-301 growth rescue | S. cerevisiae Mot1-301 growth rescue, ATP luminescence, 38.5C; percent above DMSO median, 100 means doubled | growth rescue, % at 18.8 µM | hit rate 1% among 320,000 | AID 2716;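 active means every valid replicate shows activation above 250% relative to neutral control wells; inactive means the rest, any valid replicate at or below 250%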;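 further: OY570 slx delta 5 strain wells were the positive control but not used for scaling; some compounds called inactive have numbers as strong as hits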
# SR-BI uptake up: activators of SR-BI mediated HDL lipid uptake; hit rate 0.096% among 320,000; activation, % at 12.5 µM; CHO ldlA[mSR-BI] cells, DiI-HDL uptake fluorescence, 3 h; 100 = double the neutral-control signal;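 active means mean replicate activation of at least 60% and every replicate at or above 60%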;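 further: 0% = median plate neutral-control signal and 100% = twice that signal; values of inactives mirror those of a sister screen read the other way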
#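 Material – SR-BI-overexpressing, LDLR-lacking CHO cells · Medium – BSA-supplemented, HEPES-buffered Ham's F12, pH 7.4 · Doses – single concentration · Times – compound with DiI-HDL co-incubation, 3 h at 37 °C · Measured by – bottom-read fluorescence, 550/595 nm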
# MITF TRPM1 HTS: MITF TRPM1 promoter activation in melanoma cells. SK-MEL-5 TRPM1-promoter luciferase, 24 h; % of positive control, neutral wells = 0. activation, % at 12.5 µM. hit rate 0.75% among 300,000;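 active means mean activation of at least 80% with every replicate also reaching 80%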;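 further: 0% = neutral control wells and 100% = parthenolide positive control wells; values of inactives mirror those of a sister screen read the other way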
# NSD2 HMT inh: NSD2 (human) methyltransferase inhibition | O96028 | NSD2 peptide methylation, AlphaScreen, 120 min | inhibition, % at 12.5 µM | hit rate 0.54% among 310,000 | AID 743445; in the data active means inhibition above about 50%
# CDK5 p35 inh: CDK5/p35 (human) kinase inhibition. hit rate 0.01% among 330,000. inhibition, % at 10 µM. Q00535+Q15078. Recombinant CDK5/p35, ADP-Glo luminescence, 60 min;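 active means highest replicate inhibition of at least 50% and at least 75% of replicates reaching 50%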;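 further: plate controls were DMSO neutral control for no effect and GW8510 at 10 µM for full effect; many of its hits are not listed in these tables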
# Pemphigus Ab inh: human desmoglein-3 autoantibody binding inhibition; P32926; DSG3-coupled beads, scFv-anti-DSG3-GFP binding, flow cytometry; stronger effect = lower value; binding (percent of control), % at 10 µM; hit rate 0.48% among 310,000; AID 588358;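 active means binding more than 3 SD below its plate's average and above zero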;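 further: hits lower antibody fragment binding to DSG3; some compounds called inactive have numbers as strong as hits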
# PKA-R1A activ: activators of PKA-R1A complex; P00514+P68181; PKA-R1A dissociation, Cy5-IP20 fluorescence polarization; scaled: DMSO 0%, 113 µM cGMP 100%; activation, % at 11.4 µM; hit rate 0.083% among 340,000;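 active means percent activation above the mean of all tested compounds plus 3 SD, cut at about 19% in these data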;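 further: higher means more PKAc released from R1A so a rise in polarization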
# PKA-R2B activ: PKA-R2B complex activation; activation, % at 11.4 µM; P22694+P31323; AID 504700; hit rate 0.079% among 340,000; PKA-R2B holoenzyme dissociation, Cy5-IP20 fluorescence polarization; R2B truncated from residue 108, S112A mutant; 0% DMSO only, 100% 113 µM cGMP;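 active means activation above a cutoff set at the mean over all compounds plus 3 SD, cut at about 18% in these data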;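 further: higher means more holoenzyme dissociation and a rise in polarization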
# Arr AP2 block: inhibitors of human beta-arrestin and AP2 interaction. FITC-arrestin peptide / GST-AP2 beads, flow cytometry; AP2 beta2 appendage carries R879A mutation. inhibition, % at 10 µM. hit rate 0.31% among 340,000. AID 504490;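 active means inhibition above a set limit, near 3 SD of compounds lacking own fluorescence, cut at about 54% in these data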;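 further: plate controls were DMSO wells for no effect and 5 µM unlabelled arrestin peptide for full effect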
#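 System: GST-AP2 R879A glutathione beads | Also added: FITC-arrestin peptide, 50 nM | Times: 12 min plus 1 h, RT | Signal: Bead flow cytometry, FITC channel | Buffer or medium: PBS with 0.05% Tween 20 and 0.1% BSA | Read-out basis: Percent drop in bead-associated FITC signal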
# SR-BI DiI inh: inhibitors of mouse SR-BI mediated HDL lipid uptake; Q61009; inhibition, % at 12.5 µM; hit rate 0.96% among 320,000; ldlA[mSR-BI] CHO cells, DiI-HDL uptake fluorescence, 3 h; AID 488896;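 active means mean replicate inhibition of at least 70% and a set share of replicates each scoring 70 or more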;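 further: 0% = median of neutral control wells and 100% = median of positive control wells; values of inactives mirror those of a sister screen read the other way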
# Target sequence (Q61009 whole entry, looked up): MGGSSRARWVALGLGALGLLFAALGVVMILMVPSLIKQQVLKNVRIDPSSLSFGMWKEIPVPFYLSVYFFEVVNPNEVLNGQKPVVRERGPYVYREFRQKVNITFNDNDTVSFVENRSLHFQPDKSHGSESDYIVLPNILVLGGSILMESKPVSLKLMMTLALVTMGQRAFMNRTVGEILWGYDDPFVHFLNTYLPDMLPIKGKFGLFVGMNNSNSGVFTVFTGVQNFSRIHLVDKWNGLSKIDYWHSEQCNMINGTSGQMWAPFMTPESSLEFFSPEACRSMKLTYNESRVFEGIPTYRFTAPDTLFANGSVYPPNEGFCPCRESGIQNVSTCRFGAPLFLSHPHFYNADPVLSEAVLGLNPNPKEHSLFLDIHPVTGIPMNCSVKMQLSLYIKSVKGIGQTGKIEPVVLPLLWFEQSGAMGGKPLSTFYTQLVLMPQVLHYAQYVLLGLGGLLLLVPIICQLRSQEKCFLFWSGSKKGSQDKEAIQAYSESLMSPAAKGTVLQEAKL
# dFosB act: activators of mouse delta FosB homodimer; hit rate 0.99% among 340,000; AID 493131; activation, % at 25 µM; P13346; purified delta FosB, TAMRA-CDK5 oligo fluorescence polarization; percent of positive-control signal above neutral wells;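 active means mean activation above about 17%, with every replicate also reaching it, limit read from the data, passing the limit was not always enough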;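 further: fluorescence polarization rise as delta FosB binds a TAMRA Cdk5 AP-1 oligo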
# Target sequence (P13346 whole entry, looked up): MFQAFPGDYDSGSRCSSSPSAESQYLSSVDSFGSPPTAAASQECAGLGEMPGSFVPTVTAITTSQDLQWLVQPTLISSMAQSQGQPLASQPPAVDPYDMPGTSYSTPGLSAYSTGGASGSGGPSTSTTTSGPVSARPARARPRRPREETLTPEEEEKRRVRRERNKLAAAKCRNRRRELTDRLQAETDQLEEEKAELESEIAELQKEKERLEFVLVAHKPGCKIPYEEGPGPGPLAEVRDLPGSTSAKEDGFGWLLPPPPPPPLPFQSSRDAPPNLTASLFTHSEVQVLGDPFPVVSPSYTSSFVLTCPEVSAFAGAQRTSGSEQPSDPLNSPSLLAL
# An asterisk follows results filed as active; . = no result given.
SR-BI uptake up | Mot1-301 SUMO | dFosB act | NSD2 HMT inh | PKA-R1A activ | Pemphigus Ab inh | SR-BI DiI inh | MITF TRPM1 HTS | Arr AP2 block | CDK5 p35 inh | PKA-R2B activ | Compound
5 | . | -14 | . | 2 | 101 | -5 | -4 | -1 | -0.6 | 4 | CC[C@]12c3[nH]c4cc(CCC(=O)N(C)C)ccc4c3CCN1C(=O)[C@@H](CC(=O)NCc1cccc(C(F)(F)F)c1)C[C@@H]2C(=O)N1CCN(C(=O)C2CC2)CC1
-36 | -1 | -36 | . | -7 | 199 | 36 | 0 | 17 | -2.0 | -5 | CCCCNc1c2c3c(cccc3n(C)c1=O)C(=O)c1ccccc1-2
6 | -2 | 2 | 0 | -7 | 99 | -6 | -40 | 2 | 0.7 | 6 | CSc1ncc(CN2CCc3c([nH]c4ccccc34)C2c2cccc(O)c2)cn1 (centres undefined)
-2 | 2 | -7 | 1 | -14 | 102 | 2 | 18 | 9 | -0.2 | -14 | Cc1ccc(Oc2coc3cc(OC(=O)c4cccs4)ccc3c2=O)cc1
-54 | 0 | -6 | -8 | -7 | 112 | 54 | 6 | 19 | -0.8 | -2 | COc1cc(-c2cc(-c3nnco3)c3ccccc3n2)cc(OC)c1OC
7 | -5 | -3 | 2 | -4 | 96 | -7 | -15 | -28 | 0.3 | 0 | COc1ccccc1NC(=O)C(C)OC(=O)C1COc2ccccc2O1 (centres undefined)
6 | -1 | -3 | 6 | -5 | 112 | -6 | . | -4 | -0.7 | -5 | CC(C)(C)NC(=O)c1nn2c(C(F)(F)F)cc(-c3ccccc3)nc2c1Br
-32 | . | -5 | 0 | -2 | 108 | 32 | -2 | 12 | 1.8 | 0 | O=C(CSC1=Nc2ccccc2C2CC=NN12)Nc1ccc2c(c1)OCO2 (centres undefined)
13 | 91 | 11 | -2 | -1 | . | -13 | 11 | -18 | -0.4 | -6 | CCOc1cccc2sc(N(CCN(C)C)C(=O)CCS(=O)(=O)c3ccccc3)nc12
43 | -2 | 0 | 1 | -1 | 118 | -43 | 11 | -13 | 0.4 | -8 | CCOc1cccc(C(=O)N/N=C/c2ccoc2)c1
-9 | -12 | -3 | 1 | -7 | 102 | 9 | 6 | 3 | 0.0 | -1 | CC(C)=CC(=O)OCC(=O)Nc1ncc(Cl)c(C)c1Cl
. | 9 | -1 | -3 | -2 | 121 | . | 66 | -10 | 1.1 | 9 | Cc1cc(C(=O)Cn2cnc3cc(F)ccc3c2=O)c(C)n1C1CC1
37 | -1 | -4 | 1 | 2 | 123 | -37 | 5 | -20 | -2.8 | -8 | CC(C)CC(NC(=O)C(NC(=O)C(Cc1ccc(OCc2ccccc2)cc1)NC(=O)OC(C)(C)C)C(C)C)C(N)=O (centres undefined)
20 | -17 | -10 | 1 | 2 | 93 | -20 | -3 | -1 | 0.7 | -3 | CC(C)Nc1nc(NC(C)(C)C)nc(Oc2ccc(=O)n(C)n2)n1
27 | -2 | 1 | . | 2 | 98 | -27 | . | 3 | 0.8 | 11 | COc1ccc(C(c2sc3nc(C)nn3c2O)N2CC(C)OC(C)C2)cc1OC (centres undefined)
-1 | -9 | -1 | . | -1 | 100 | -1 | . | 2 | -0.9 | -1 | O=C(Nc1ccc2c(c1)C(=O)NC2=O)c1cc(Cl)ccc1Cl
20 | -6 | -5 | -5 | -6 | 96 | -20 | 9 | 18 | 0.2 | -3 | O=C(O)/C=C/C(=O)NCc1cn(-c2ccccc2)nc1-c1cccc(Br)c1
-9 | -23 | -10 | 0 | -2 | 98 | 9 | 25 | 36 | 0.1 | -8 | Cc1csc(NC(=O)Cc2ccc(Br)cc2)n1
0 | 3 | 6 | -1 | -7 | 92 | 0 | 13 | -3 | -1.1 | 4 | CCCOc1ccc(-c2nc[nH]c2[N+](=O)[O-])cc1
-18 | -5 | 1 | -1 | -3 | 103 | 18 | 9 | -5 | -1.0 | 10 | COc1ccc(NC(=O)CN(C)C(=O)c2ccc(COc3ccccc3)cc2)cc1
-60 | 7 | 5 | 1 | 0 | 100 | 60 | -17 | -16 | -1.3 | 4 | CC1CCN(S(=O)(=O)c2ccc(NC(=S)NC(=O)c3ccc(Cl)cc3)cc2)CC1
-66 | 7 | 4 | 0 | -2 | 92 | 66 | 42 | 20 | 3.5 | 4 | COc1cccc(NC(=O)C(=O)N/N=C/c2cc(C)n(-c3ccc(Cl)c(Cl)c3)c2C)c1
-1 | -7 | -7 | 0 | -10 | 103 | 1 | 10 | -4 | 0.9 | -3 | Cc1sc2ncnc(SCC(=O)N3CCCC(C(N)=O)C3)c2c1C (centres undefined)
20 | -8 | -6 | -1 | 2 | . | -20 | -1 | 5 | -0.5 | 4 | C#CCNc1c(C)c(C)nc2ncnn12
-2 | 106 | 3 | . | 2 | . | 2 | 3 | 20 | 0.1 | -7 | CCC(=O)N1c2ccc(S(=O)(=O)N(CCO)Cc3ccccc3)cc2CC1C (centres undefined)
-2 | 5 | -8 | -4 | 2 | 99 | 2 | 60 | -1 | -1.5 | 3 | O=C(CSc1nc2ccccc2c(=O)n1NC(=O)c1ccccc1)c1ccccc1
-30 | 2 | -5 | . | 1 | 100 | 30 | 1 | 13 | -1.1 | -11 | CN(C(=O)c1ccc(NC(=O)Cc2ccc(NC(=O)C3CCCN(C(=O)C4CC4)C3)cc2)cc1)C1CC1 (centres undefined)
-11 | -12 | 1 | 1 | -10 | . | 11 | -8 | 3 | 0.8 | -3 | COc1ccc(Cl)cc1NC(=O)CN(C)C(=O)c1cc(-c2cccs2)nn1-c1ccccc1
3 | -17 | -13 | 2 | -11 | 111 | -3 | -7 | 5 | 0.7 | -2 | Clc1ccc(-c2nc3ncccn3c2Nc2ccc3c(c2)OCCO3)cc1
-5 | 5 | 7 | 1 | -12 | 107 | 5 | . | -13 | -0.2 | -7 | O=C(NCCN1CCCCC1)c1cc(Cl)ccc1Cl
-2 | -4 | 7 | 7 | 11 | 98 | 2 | 4 | 6 | 0.0 | -12 | COc1ccc(Nc2ccccc2)c(C)c1
16 | . | -7 | . | 6 | 114 | -16 | -2 | 11 | -0.7 | -3 | COc1ccc(C2c3cc(OC)c(OC)cc3CC3C(=O)OCC32)cc1OC (centres undefined)
19 | -18 | -3 | . | 12 | 103 | -19 | -7 | -1 | -1.4 | -6 | Cc1cc(C)c(C)c(OCCOCCNCc2ccccc2)c1
. | 164 | 2 | -2 | 3 | 110 | . | -2 | -16 | -0.2 | -4 | O=C(O)c1ccc(-n2nncc2-c2ccco2)cc1
-19 | 5 | -6 | 1 | -14 | 100 | 19 | 5 | -6 | -1.0 | 2 | CC1(C)C(=O)Nc2ccccc2N1C(=O)COc1ccc(S(=O)(=O)N2CCOCC2)cc1Cl
-4 | -9 | -7 | 1 | 11 | 102 | 5 | 6 | 9 | 1.3 | 2 | CC(C)(C)N(NC(=O)Nc1ccccc1)C(=O)c1ccccc1Cl
-2 | -6 | 4 | 11 | -12 | 104 | 2 | 12 | -8 | 1.8 | -3 | CS(=O)(=O)N1CCN(c2ccccc2NC(=O)c2cccnc2Cl)CC1
. | 7 | -2 | -3 | -5 | 110 | 6 | -9 | -17 | 0.5 | 1 | N/C(=N\OC(=O)c1cccc(Br)c1)c1ccccn1
18 | -1 | -6 | 1 | -5 | 94 | -18 | -1 | -1 | -2.5 | -7 | COc1ccc(C(=O)N/C(=C\c2ccco2)C(=O)NCc2cccnc2)cc1
1 | -2 | -6 | 2 | -10 | 93 | -1 | -1 | -10 | -0.7 | -4 | COc1cccc(OC)c1C(=O)NC(=S)Nc1ccc(S(=O)(=O)Nc2nccs2)cc1
. | 3 | -4 | -1 | -5 | 114 | . | -6 | -11 | 0.3 | -1 | CCCN=C1CC(C)(C)CC(=O)/C1=C(/O)CCCN1C(=O)c2ccccc2C1=O
-17 | -4 | -1 | 3 | 0 | 105 | 17 | 2 | 2 | 0.6 | -6 | O=C(CSCc1ccccc1Cl)NNC(=S)Nc1ccccc1
-6 | -11 | -11 | 6 | 2 | 97 | 6 | -3 | 5 | -1.1 | -3 | O=C(CSc1nc2ccccc2c(=O)n1CC1CCCO1)Nc1ccccc1Cl (centres undefined)
7 | -5 | -4 | -4 | -3 | 101 | -7 | 26 | 9 | 0.4 | -2 | Cc1cc(C)c2c(CN3CCCCC3)cc(=O)oc2c1
-26 | -3 | -19 | 9 | -9 | 107 | 26 | -3 | 5 | 1.0 | -12 | Cc1ccc(-c2cc(C(=O)NN3CCOCC3)c3cc(Br)ccc3n2)o1
-7 | -1 | -5 | 3 | -6 | 98 | 7 | -2 | 24 | -0.4 | 4 | CCN1CCN(C(=S)c2ccc(Cl)cc2)CC1
7 | 18 | 0 | 1 | 2 | 99 | -7 | -3 | -3 | -1.9 | 3 | COC(=O)Cn1c(C(F)(F)F)nc2ccccc21
14 | . | 1 | 0 | -8 | 105 | -14 | 5 | -6 | -1.2 | -14 | CC(=O)N1CCN(C(=O)c2cccc(S(=O)(=O)N3CCOCC3)c2)CC1
-6 | 56 | 4 | -1 | -8 | 99 | 6 | -17 | -6 | -1.4 | -5 | COc1ccccc1-c1cc(SC)c(C#N)c(=O)o1
. | -2 | 7 | -1 | -1 | 89 | . | -3 | -3 | -1.3 | -6 | CSc1ncc(CN2CCN(C(C)C)C(CCO)C2)cn1 (centres undefined)
-10 | 15 | 2 | -7 | 8 | . | 10 | 12 | 2 | -0.4 | 2 | N#Cc1ccc(CSc2nnc(Nc3ccccc3)s2)cc1
